TNAP act hiacc: activators of human TNAP at high phosphate acceptor concentration | purified TNAP, CDP-star luminescence, 1 M DEA, 30 min; active compounds read high; 0 = EDTA background, 1 = DMSO-only activity | activation factor at 20 µM | 200,000 tested, under 10 active | AID 1136 | P05186;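 active = activation factor at least 2 at 20 µM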
Target sequence (P05186 whole entry, looked up): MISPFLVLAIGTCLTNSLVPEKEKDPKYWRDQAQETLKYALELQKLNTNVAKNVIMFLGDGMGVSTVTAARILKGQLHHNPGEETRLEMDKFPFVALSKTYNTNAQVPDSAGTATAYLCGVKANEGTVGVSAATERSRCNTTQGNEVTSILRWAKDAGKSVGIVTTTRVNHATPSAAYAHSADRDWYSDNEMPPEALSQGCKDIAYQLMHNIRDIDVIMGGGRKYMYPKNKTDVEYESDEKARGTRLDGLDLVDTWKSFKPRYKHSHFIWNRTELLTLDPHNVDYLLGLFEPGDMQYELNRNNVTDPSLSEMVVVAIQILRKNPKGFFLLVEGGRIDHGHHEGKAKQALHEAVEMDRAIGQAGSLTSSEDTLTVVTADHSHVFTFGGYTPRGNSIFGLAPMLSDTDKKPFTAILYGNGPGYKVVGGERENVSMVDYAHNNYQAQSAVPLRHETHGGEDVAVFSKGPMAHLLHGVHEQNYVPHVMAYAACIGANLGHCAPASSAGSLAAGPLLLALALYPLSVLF
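Assay system: human TNAP; Input: enzyme diluted 1/800 final; Reagent: CDP-star luminogenic substrate at 100 µM final; Timing: 30 min, room temperature; Signal: luminescence; Evaluation: TNAP activation factor scaled between EDTA and DMSO control wells.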
TNAP inh hiacc: blocks human TNAP under high phosphate acceptor concentration; P05186; purified TNAP, CDP-star luminescence, 1 M DEA; inhibition, % at 20 µM; actives 0.03% (n = 200,000); AID 1135;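 active = over 50% inhibition of tissue-nonspecific alkaline phosphatase at 20 µM in the single-dose screen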;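 also: plate controls were DMSO wells for no effect and EDTA-quenched wells as full inhibition for full effect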
bIAP activator: increases bovine intestinal alkaline phosphatase activity; purified bovine IAP, CDP-star luminescence, 30 min; active compounds read high; fold of DMSO-control signal, blank-subtracted; activation factor at 20 µM; actives 0.17% (n = 200,000); AID 1016;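 active = activation factor of 2 or more at 20 µM, a signal rise over negative controls twice the positive control's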
TNAP inh noacc: TNAP (human) inhibition, acceptor-free conditions | P05186 | actives 0.26% (n = 200,000) | inhibition, % at 20 µM | purified TNAP, CDP-star luminescence, 30 min | AID 1012;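 active = tissue-nonspecific alkaline phosphatase inhibition above about 50% at 20 µM in the single-dose screen, limit read from the data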;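 also: 0% = DMSO negative control and 100% = EDTA positive control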
FLuc act counter: firefly luciferase counter-screen for stimulation assays | activation factor at 10 µM | ATPlite luciferase biochemical, luminescence, 10 min; 0 = ATP-free wells, 1 = DMSO control | 200,000 tested, under 10 active | AID 1027;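 active = luciferase activation factor, scaled between plate controls, of at least 2 with compound at 10 µM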
Target sequence (P08659 whole entry, looked up): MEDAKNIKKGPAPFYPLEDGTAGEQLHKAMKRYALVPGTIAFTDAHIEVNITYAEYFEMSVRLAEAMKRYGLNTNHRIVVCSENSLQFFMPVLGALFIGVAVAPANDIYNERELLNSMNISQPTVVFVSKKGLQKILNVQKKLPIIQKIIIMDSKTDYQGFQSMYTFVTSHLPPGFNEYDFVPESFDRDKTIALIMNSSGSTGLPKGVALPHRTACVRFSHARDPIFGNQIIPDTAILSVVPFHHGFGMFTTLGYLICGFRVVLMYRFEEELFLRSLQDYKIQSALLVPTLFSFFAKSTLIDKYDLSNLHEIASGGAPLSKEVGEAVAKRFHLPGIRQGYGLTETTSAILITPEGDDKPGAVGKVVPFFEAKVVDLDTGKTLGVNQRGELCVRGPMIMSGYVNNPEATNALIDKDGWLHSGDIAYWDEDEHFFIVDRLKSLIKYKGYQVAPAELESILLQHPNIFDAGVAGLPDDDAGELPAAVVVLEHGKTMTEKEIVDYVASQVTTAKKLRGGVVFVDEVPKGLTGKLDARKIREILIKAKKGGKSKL
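Material: Luciferase/luciferin reagent mix | Doses: Test compounds dosed from 2 mM stocks in 100% DMSO | Timing: 10 min incubation after luciferase reagent addition, room temperature | Measured by: Luminescence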
APP 5'UTR act: activates APP 5'UTR luciferase reporter; SH-SY5Y APP 5'UTR luciferase reporter, luminescence; zero percent = DMSO vehicle wells; activation, % at 2 µM; actives 1% (n = 190,000); AID 1276;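 active = activation above a set limit, based on mean plus 3 SD of controls, cut at about 140% in these data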; also: values of inactives mirror those of a sister screen read the other way
NF-kB expr up: compounds increasing NF-kB expression in human neuronal cells; NF-kB reporter expression; active compounds read high; actives 1.6% (n = 190,000); fold change at 12.5 µM; in the data active = fold change above about 3.3
FLuc inh counter: counter-screen for luciferase assay inhibitors: firefly luciferase inhibition. AID 1006. P08659. ATPLite firefly luciferase biochemical luminescence, 10 min. actives 1.5% (n = 200,000). inhibition, % at 10 µM;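 active = inhibition above about 50% when tested at 10 µM, limit read from the data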
PMI act: activators of human phosphomannose isomerase. activation factor at 20 µM. purified human PMI, coupled resazurin fluorescence, 20 min; active compounds read high; 1 = vehicle control, 0 substrate-free wells. AID 1214. P34949. actives 0.005% (n = 190,000);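 active = activation factor of 2 or more at 20 µM, relative to plate controls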
PMI act satM6P: activators of human phosphomannose isomerase at near-saturating mannose 6-phosphate; AID 1216; coupled PMI enzyme assay, resazurin fluorescence, 20 min; active compounds read high; 1 = untreated enzyme, 0 = substrate-free blank; activation factor at 20 µM; actives 0.34% (n = 190,000); P34949;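 active = activation factor of 2 or more at 20 µM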
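Technique: Diaphorase-driven resazurin-to-resorufin fluorescence, excitation 544, emission 590 nm | Assay system: Human PMI in coupled enzyme assay | Times: Enzyme reaction with compound 20 min at room temperature | Medium: HEPES-buffered pH 7.4 with magnesium and detergent | Reagent: Mannose-6-phosphate 1.0 mM (near-saturating) plus 0.22 mM NADP+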
An asterisk follows results filed as active; . = no result given.

#	molecule	TNAP act hiacc	NF-kB expr up	FLuc inh counter	TNAP inh noacc	PMI act	bIAP activator	FLuc act counter	PMI act satM6P	TNAP inh hiacc	APP 5'UTR act
1	COc1ccc(CC(=O)NNC(=O)CSc2nnc(C)n2-c2ccccc2)cc1	1	0.87	-6	-98	1.1	1.1	1.1	1	0	-10
2	O=C(CNS(=O)(=O)c1ccccc1)OCC(=O)c1ccc([N+](=O)[O-])cc1	1	1.1	-7	-12	1	1.1	1.1	1	1	-11
3	Cn1cc([C@@H]2C[C@H]3CN(C4CCCC4)C(=O)[C@]34CCCN24)c(-c2ccccc2)n1	1.1	1.2	-1	-8	1	1.1	1	1.1	-6	22
4	O=C(NCCc1ccccc1)N1c2ccccc2Sc2ccccc21	1	0.98	-9	-7	0.9	0.9	1.1	0.9	-4	-6
5	CCCC(=O)Nc1ccc(NC(=O)c2ccco2)cn1	1	1.6	3	-16	1	1	1	1.1	-3	8
6	CC1=C(C(=O)OC2CCCC2)C(c2coc3ccccc3c2=O)C2=C(CCCC2=O)N1 (stereo not drawn)	1	1.1	-9	-17	1.2	1.1	1.1	1	-2	4
7	C=CCN1C(=O)/C(=C/C=C2/N(CC)c3ccc(S(=O)(=O)N(C)C)cc3N2CC)SC1=S	0.6	1	9	32	0.7	0.9	0.9	0.6	36	-11
8	COc1ccc(CCNC(=O)CN2C(=O)NC(CCSC)C2=O)cc1 (stereo not drawn)	1.1	1	-5	-19	1	1	1	1.1	-6	3
9	COc1cccc(OCC(=O)Nc2ccc(OC)c(OC)c2)c1	1	1	0	-3	0.9	0.9	1	0.9	2	19
10	CCCCC(=O)NC(=S)Nc1ccccc1N1CCCCC1	1	1.2	-2	-7	0.9	1	1	0.9	-4	16
11	COc1cccc(-c2nnc(SCC(=O)NCc3ccc4c(c3)OCO4)n2Cc2ccco2)c1	1	0.79	-2	-12	1	0.9	1	0.9	-3	-19
12	CN(C)CCNC(=O)c1cc2cc(Br)ccc2oc1=O	1	1.1	0	-9	1	0.9	1	1	-2	1
13	Cc1ccc(-n2nnnc2SCC(=O)NNC(=O)c2ccc([N+](=O)[O-])cc2)cc1	1	.	-1	-30	0.9	1	1	0.9	-4	21
14	Fc1cc(NCc2ccccc2)nc(NCc2ccccc2)n1	1	0.94	-3	-2	0.9	0.8	1	0.9	-5	26
15	CCOC(=O)C1CCN(C(=O)Cn2cc3c(n2)CCC(C)C3)CC1 (stereo not drawn)	1	1.1	0	2	0.9	1	1	0.9	-1	8
16	COc1ccc(CCNC(N)=S)cc1OC	1	1.1	-8	1	0.9	0.9	1.1	1	-3	5
17	COc1ccc(NC2CC(=O)N(c3cccc([N+](=O)[O-])c3)C2=O)cc1 (stereo not drawn)	1	1.2	-8	-10	1.1	1.1	1.1	0.9	2	-15
18	O=C(Cc1ccccc1)NCCS(=O)c1ccc(Cl)cc1 (stereo not drawn)	1.1	0.97	-5	-10	0.9	0.9	1	0.9	-6	-4
19	C/C(=N\NC(=O)c1ccc(Br)cc1)c1cccc(NC(=O)c2cccnc2)c1	1	0.96	30	1	1.1	1	0.7	1.1	0	15
20	CC(Oc1ccccc1)C(=O)NC1CC(C)(C)NC(C)(C)C1 (stereo not drawn)	1	1.1	-6	-13	1	1	1.1	1	-3	-6
21	O=C(OCc1c(Cl)cccc1Cl)c1ccncc1	1	1	-8	-18	0.9	1	1.1	1	0	-5
22	CCOC(=O)c1c(NC(=O)COc2cccc3c2CCN(Cc2ccc(F)cc2)C3=O)sc2c1CCC2	1	1.1	-2	3	0.9	1.1	1	1	2	-17
23	CCCn1c(SCC(N)=O)nc2c(c1=O)C1(CCCC1)Cc1ccccc1-2	1.1	0.98	-10	-2	1	1	1.1	1	-7	-6
24	O=C(Cc1ccc(Br)cc1)OCC(=O)N1CCc2ccccc2C1	1	0.92	-1	-18	0.9	1	1	0.9	-2	18
25	COc1ccc(C2CC(=O)N3CN(c4ccc(C)c(Cl)c4)CSC3=C2C#N)cc1OC (stereo not drawn)	1	1.4	-5	-6	0.9	0.9	1	1.3	2	6

#	molecule	TNAP act hiacc	NF-kB expr up	FLuc inh counter	TNAP inh noacc	PMI act	bIAP activator	FLuc act counter	PMI act satM6P	TNAP inh hiacc	APP 5'UTR act
26	CCOC(=O)C(NS(=O)(=O)c1ccccc1)(C(F)(F)F)P(=O)(OCC(C)C)OCC(C)C (stereo not drawn)	1	1.3	-2	-24	1.8	0.9	1	2*	-2	3
27	CCOC(=O)c1c(C)c(C(=O)N2CCCCCC2)c(C)n1C	1	0.92	-1	-2	1.1	1	1	1.1	-4	1
28	COc1ccc(CN(C(=O)c2cccs2)c2ccccc2)cc1	1.1	1.1	-4	-10	1	0.9	1	1	-6	1
29	CCOc1ccc(NC(=O)Nc2cc(C)on2)cc1	1	2.4	20	-3	0.9	1	0.8	1	4	68
30	CCSc1nnc(NC(=O)CN2C(=O)C3CC=CCC3C2=O)s1 (stereo not drawn)	1	1.1	-3	-10	1	1.1	1	1	-3	7
31	CCOc1ccccc1C(=O)NCC(=O)OCC(=O)N1C(C)CCCC1C (stereo not drawn)	1	0.89	-6	-4	1	0.9	1.1	1.1	-2	-5
32	CCOC(=O)C1=C(C)N=C2SC(C)C(=O)N2C1c1ccc(OCC)c(OCC)c1 (stereo not drawn)	1.1	1.1	-4	-10	0.9	1	1	0.9	-6	-4
33	CC1CCC(NS(=O)(=O)c2ccc3c(c2)n(C)c(=O)c(=O)n3C)CC1 (stereo not drawn)	1	1.1	-5	-4	0.9	1	1.1	1	-3	3
34	C/C(=C\C(=O)c1ccccc1)Nc1ccc2c(c1)OCO2	1	3.1	46	-7	0.9	0.8	0.5	0.8	2	44
35	O=C(NCc1ccc(F)cc1)Nc1ccc(Cl)cc1	1	1.4	5	-2	0.9	1.4	1	1	0	-6
36	CC(C)c1c(O)nc(SCCC(=O)O)[nH]c1=O	1	0.99	-8	-13	1	0.8	1.1	1	-4	-1
37	O=C(O)c1ccc2c(c1)C(=O)N(c1cccc(C(=O)/C=C/c3ccccc3)c1)C2=O	1	0.97	46	-8	1	1	0.5	1.1	-1	-3
38	Nc1n[nH]c(-c2cccc([N+](=O)[O-])c2)n1	1	1.1	-8	17	1.1	0.9	1.1	1	-1	14
39	Cc1ccc(Cn2ncc3c(N4CCN(C)CC4)ncnc32)cc1	1	0.71	-2	7	1.2	0.9	1	1.2	-4	10
40	Cc1cc(C)n2nc(Cc3ccccc3)nc2n1	1	0.99	-6	-7	0.9	0.9	1.1	0.9	-1	-7
41	COC(=O)c1ccccc1NC(=O)C1CC(=O)N(c2ccc(F)cc2)C1 (stereo not drawn)	1.1	0.93	-6	-16	1	1	1.1	0.9	-7	-3
42	CC1Cc2ccccc2N1C1=CC(=O)CC(C)(C)C1 (stereo not drawn)	1	0.92	-8	-2	1.1	0.9	1.1	1	-5	-3
43	COc1cc2c(cc1OC)C(c1cc3cc4c(cc3[nH]c1=O)OCO4)N(C(=O)C(C)C)CC2 (stereo not drawn)	1	1.5	-2	-11	1	1.6	1	0.9	-4	-20
44	Cc1cc(C)c(C(=O)CSc2nnc(-c3cccnc3)n2C)c(C)c1	1	1.1	-4	34	1	0.9	1	1	-3	6
45	Cc1ccc(S(=O)(=O)n2[nH]c(=O)c(CCO)c2C)cc1	1.1	0.96	-2	-3	1	0.9	1	1.1	-6	8
46	COCCCN=C1NN=C(c2cc(C)n(-c3ccccc3)c2C)CS1	1	0.8	18	-4	0.9	0.9	0.8	0.7	3	4
47	CC(=O)NCCOc1cccc(OCCNC(C)=O)c1	1.1	1.2	-11	-14	1.1	0.8	1.1	1	-6	-12
48	COc1ccc(N2CCN(C(=O)c3ccc(N(C)S(=O)(=O)c4ccc(OC)cc4)cc3)CC2)cc1	1	0.57	0	-5	0.8	1	1	0.8	0	10
49	C/C(=N/OC(=O)CC(C)C)c1cc(-c2ccc(Cl)cc2)no1	1	2.7	-2	-20	1.1	0.9	1	1.1	-4	65
50	Nc1nc(SCC(=O)NCc2ccc3c(c2)OCO3)n[nH]1	1.1	1.1	-2	-10	0.9	1	1	0.9	-7	34

Arranged by length of the SMILES (ascending): part of the list above.
#	molecule	TNAP act hiacc	NF-kB expr up	FLuc inh counter	TNAP inh noacc	PMI act	bIAP activator	FLuc act counter	PMI act satM6P	TNAP inh hiacc	APP 5'UTR act
40	Cc1cc(C)n2nc(Cc3ccccc3)nc2n1	1	0.99	-6	-7	0.9	0.9	1.1	0.9	-1	-7
50	Nc1nc(SCC(=O)NCc2ccc3c(c2)OCO3)n[nH]1	1.1	1.1	-2	-10	0.9	1	1	0.9	-7	34
30	CCSc1nnc(NC(=O)CN2C(=O)C3CC=CCC3C2=O)s1 (stereo not drawn)	1	1.1	-3	-10	1	1.1	1	1	-3	7

Going on with the list:
#	molecule	TNAP act hiacc	NF-kB expr up	FLuc inh counter	TNAP inh noacc	PMI act	bIAP activator	FLuc act counter	PMI act satM6P	TNAP inh hiacc	APP 5'UTR act
51	COC1CCCCC1Nc1cccc(SC)c1 (stereo not drawn)	1	1.2	-1	-7	0.8	1	1	0.8	2	1
52	c1ccc(Nc2ccccc2Nc2ccccn2)nc1	1	1.4	-8	-5	1	1	1.1	0.9	-2	27
53	CCCCN(C(=S)NC(=O)c1cc(OC)c(OC)c(OC)c1)c1c(N)n(Cc2ccccc2)c(=O)[nH]c1=O	1	0.93	-10	-17	0.9	0.9	1.1	1	-4	3
54	COc1ccc(C2C(C(=O)NCc3ccccc3)=C(C)Nc3ncnn32)cc1OC (stereo not drawn)	1	1.1	-6	-10	0.9	1.1	1.1	0.9	-2	5
55	CC(=O)c1c(C)[nH]c(C(=O)OCC(=O)Nc2cc(S(=O)(=O)N3CCCCC3)ccc2C)c1C	1.1	0.6	-1	-13	1	1.2	1	1	-10	-5
56	Cc1cc(=O)oc2c(CN3CC(C)OC(C)C3)c(O)c(Cl)cc12 (stereo not drawn)	1	1	-1	-6	1	1.1	1	0.8	-3	7
57	CC1CC2(CC(C)(C(=O)CSc3n[nH]c(-c4ccccc4Cl)n3)OC2=O)C(=O)O1 (stereo not drawn)	1	1.2	2	53*	1	0.8	1	1.3	-3	10
58	FC(F)(F)c1ccccc1NC(=S)N1CCc2ccccc2C1	1	1.3	-6	-9	1	1	1.1	1.1	-5	17
59	Cc1c(C(=O)N2CCCC2)sc(NC(=O)c2cccs2)c1C#N	1.1	1.5	-6	-11	1	0.9	1.1	1.1	-7	16
60	CCn1c(C)[n+](CC(O)COCC2CC=CCC2)c2ccccc21 (stereo not drawn)	1.1	0.67	-4	-13	1	0.7	1	1	-6	-4
61	COc1cc(-c2c(C#N)c(N)nc3c2c(C)nn3-c2ccc(C)c(C)c2)cc(OC)c1OC	1.1	0.47	-3	-6	1	1	1	1	-6	-9

Some of the entries above in another layout:
52: c1ccc(Nc2ccccc2Nc2ccccn2)nc1
53: CCCCN(C(=S)NC(=O)c1cc(OC)c(OC)c(OC)c1)c1c(N)n(Cc2ccccc2)c(=O)[nH]c1=O

Screen / compound no. | 52 | 53
TNAP act hiacc | 1 | 1
NF-kB expr up | 1.4 | 0.93
FLuc inh counter | -8 | -10
TNAP inh noacc | -5 | -17
PMI act | 1 | 0.9
bIAP activator | 1 | 0.9
FLuc act counter | 1.1 | 1.1
PMI act satM6P | 0.9 | 1
TNAP inh hiacc | -2 | -4
APP 5'UTR act | 27 | 3

Screening data from PubChem BioAssay.

No enrichment for hits; about 3.6% have a hit in one of these screens.
